Screening data from PubChem BioAssay.
TLR9-MyD88 inh = blocks human TLR9 binding to MyD88; 0.21% of 340,000 active; CHO BLA complementation TLR9-MyD88, CCF4 FRET ratio; AID 504734; inhibition, % at 4.98 µM; Q9NR96+Q99836;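 active means inhibition above the mean over all tested compounds plus 3 SD, cut at about 21% in these data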;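 further: 0% = DMSO only wells and 100% = clavulanate BLA inhibitor control wells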
aDG glyco up = increases alpha dystroglycan glycosylation | activation, % at 10 µM | 0.22% of 360,000 active | Pro5-aDG cells, alpha-DG glycosylation AlphaScreen (IIH6); 0% Pro5, 100% B10-LARGE cell signal;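 active means activation of at least 8% versus controls, or a plate z-score of at least 8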;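 further: Pro5 are CHO cells carrying HIG-tagged alpha-DG that lacks glycosylation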
NOD2 RIPK2 PPI = inhibitors of human NOD2-RIPK2 interaction; O43353; CHO BLA complementation NOD2-RIPK2, CCF4 ratio; inhibition, % at 4.98 µM; 0.38% of 360,000 active; AID 624267; in the data active means inhibition above about 21%;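 further: 0% = vehicle only and 100% = reference blocker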
Target sequence (O43353 whole entry, looked up): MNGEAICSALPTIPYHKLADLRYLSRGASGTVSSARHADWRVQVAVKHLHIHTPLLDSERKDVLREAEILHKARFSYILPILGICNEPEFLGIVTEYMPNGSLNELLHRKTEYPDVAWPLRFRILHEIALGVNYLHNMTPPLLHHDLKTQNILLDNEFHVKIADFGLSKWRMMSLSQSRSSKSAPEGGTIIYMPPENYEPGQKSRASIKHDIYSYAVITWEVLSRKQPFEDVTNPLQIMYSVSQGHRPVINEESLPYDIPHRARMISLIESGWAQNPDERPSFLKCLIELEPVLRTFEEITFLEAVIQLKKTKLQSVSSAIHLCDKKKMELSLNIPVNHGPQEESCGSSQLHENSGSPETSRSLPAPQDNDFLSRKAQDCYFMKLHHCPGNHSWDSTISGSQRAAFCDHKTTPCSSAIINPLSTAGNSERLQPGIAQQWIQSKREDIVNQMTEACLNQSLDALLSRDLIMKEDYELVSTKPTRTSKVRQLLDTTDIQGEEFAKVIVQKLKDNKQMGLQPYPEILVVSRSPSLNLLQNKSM
MC4R barr agon = agonists of human melanocortin 4 receptor (MC4R) beta-arrestin; AID 540308; U2OS MC4R beta-arrestin complementation, luminescence; percent of melanotan II response, DMSO zero; activation, % at 8.9 µM; 0.98% of 360,000 active;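 active means activation above a per-plate cutoff, the mean activation of sample wells on that plate plus 3 SD, cut at about 8% in these data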
Target sequence (P32245 whole entry, looked up): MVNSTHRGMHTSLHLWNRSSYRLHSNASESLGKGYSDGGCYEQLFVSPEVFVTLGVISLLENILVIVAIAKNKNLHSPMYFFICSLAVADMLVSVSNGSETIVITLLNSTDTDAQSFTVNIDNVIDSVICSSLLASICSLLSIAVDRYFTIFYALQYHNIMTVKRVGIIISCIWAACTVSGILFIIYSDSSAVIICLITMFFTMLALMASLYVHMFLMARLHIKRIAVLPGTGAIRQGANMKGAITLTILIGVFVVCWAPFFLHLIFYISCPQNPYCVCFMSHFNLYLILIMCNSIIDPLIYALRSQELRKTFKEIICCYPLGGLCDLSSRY
Granule exo inh = lytic granule exocytosis inhibition; TALL-104 LAMP-1 surface exposure, flow cytometry; cells stimulated with thapsigargin and PMA; inhibition, % at 10 µM; 0.66% of 360,000 active;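 active means inhibition above about 55%, limit read from the data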
ABHD5-PLIN5 inh = ABHD5-PLIN5 protein interaction inhibition; 0.78% of 360,000 active; AID 602281; inhibition, % at 4 µM; Q00G26+Q8WTS1; Split G. princeps luciferase complementation, luminescence, 4 h;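 active means inhibition above the mean inhibition across every tested compound plus 3 SD, cut at about 22% in these data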;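 further: 0% = DMSO only wells and the 100% control is not disclosed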
N-glyco inh = N-linked glycosylation inhibition; reporter increase, % at 12.5 µM; 0.23% of 360,000 active; AID 588692; D54 ERlucT glycosylation luciferase reporter, 24 h; percent of 100 nM tunicamycin response;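 active means mean luciferase reporter signal, scaled so untreated is 0 and the glycosylation-blocking control 100, at or above a set limit in every replicate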;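 further: luciferase carries N-glycosylation sites so blocking glycosylation raises the light; 0% = median of neutral control wells and 100% = median of 100 nM tunicamycin wells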
MC4R antagonist = human MC4R antagonism in cAMP assay. P32245. MC4R-expressing cells, MTII-stimulated cAMP, LANCE TR-FRET. inhibition, % at 6.5 µM. 0.48% of 360,000 active;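 active means inhibition above its plate's cutoff, the mean of tested wells on that plate plus 3 SD, cut at about 29% in these data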;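 further: 0% = Melanotan II alone and 100% = Melanotan II plus saturating MCL0020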
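System: U2OS-MC4R stable cell line; Technique: Eu-cAMP/anti-cAMP TR-FRET, emission 671 nm; Repeats: single well per compound; Also added: Melanotan II; Dosing: one concentration, 6.5 µM nominal; Schedule: 30-min compound, 1-h challenge, 1-h detection, room temperature.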
Vif inh = inhibitors of HIV Vif. HEK293T cells, Vif self-association by quenched fluorescence, imaging, 24 h. inhibition, % at 7.49 µM. 0.35% of 340,000 active. AID 602346; in the data active means inhibition above about 50%, passing the limit was not always enough; further: some results filed as inactive read as strong as hits
ABCB6 inh 2 = blocks the human ABCB6 transporter; Q9NP58; K562-ABCB6 porphyrin accumulation, flow cytometry, 1 h; stronger effect = lower value; fluorescence ratio to DMSO, % at 10 µM; 0.19% of 360,000 active;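 active means fluorescence ratio to DMSO below 75%, the collection mean minus 3 SD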;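 further: signal is porphyrin accumulated inside mitochondria; 100% equals median channel fluorescence of DMSO control wells; lower ratio means ABCB6 inhibition with less porphyrin fluorescence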
* = called active by the depositor; x = not tested or not shown. The list is partial (hit frequency here may not be typical).

SMILES	TLR9-MyD88 inh	aDG glyco up	NOD2 RIPK2 PPI	MC4R barr agon	Granule exo inh	ABHD5-PLIN5 inh	N-glyco inh	MC4R antagonist	Vif inh	ABCB6 inh 2
Oc1ccc(N=Nc2ccccc2)cc1	0	-0.1	-1	-0.3	-4	3	0	4	10	158
CCN(CC(=O)NC1CCS(=O)(=O)C1)S(=O)(=O)c1ccc(Cl)c(C(F)(F)F)c1 (configuration not stated)	6	-0.1	-3	-2.0	17	12	-1	0	-1	101
COc1ccc(S(=O)(=O)Nc2cccc(C)c2C)c2cccnc12	6	0.2	-3	-0.5	-9	2	-1	8	10	96
Cc1cccc2c1cnn2C(=O)CCC(=O)NCc1ccc(F)cc1	0	-0.1	1	0.2	-5	-8	-2	1	20	97
CCOC(=O)c1cnc(-c2ccccc2)[nH]c1=O	-3	0.0	-1	2.2	0	2	1	2	0	94
CCOC(=O)c1nnc(-c2ccccc2)nc1NC	4	-0.1	-4	-0.6	-3	-2	0	-7	-7	100
CCSc1ncccc1C(=O)N[C@@H](CCSC)C(=O)OC	x	0.0	-3	-1.4	2	4	0	15	1	97
CC(=O)c1nccs1	8	0.0	-1	0.7	-3	-1	1	12	17	102
Cc1cccc(C(=O)Oc2coc(CSc3nnc(NC(=O)C4CC4)s3)cc2=O)c1	-5	-0.1	-1	-1.7	2	-4	2	-3	-5	91
N/C(=N\OC(=O)c1ccc(Cl)cc1Cl)c1ccncc1	-3	0.0	-2	0.8	-8	7	-8	-1	7	95
COc1ccccc1N1CCN(C(=O)c2ccc3c(c2)CCN3S(=O)(=O)c2ccccc2)CC1	-6	0.4	-14	-1.6	29	1	-4	4	16	105
O=C(/C=C/c1ccc([N+](=O)[O-])cc1)/C=C/c1ccco1	8	0.0	1	-1.6	53	63*	31*	-1	-23	110
c1ccc(C(c2nnnn2C2CCCC2)N2CCN(c3nc4ccccc4s3)CC2)cc1 (configuration not stated)	12	0.6	-5	0.7	8	-3	0	1	5	88
Cc1[nH]n(S(=O)(=O)Cc2ccccc2)c(=O)c1N=Nc1ccccc1Cl	2	-0.1	8	-3.4	0	-2	4	6	-4	104
COC(=O)c1cc(OC)c(OC)c(OC)c1NC(=O)c1ccc(S(=O)(=O)N(C)C)cc1	1	-0.3	-3	-1.2	-3	3	1	7	8	101
O=C(Cc1ccccc1)N1CCCC(c2nc(-c3ccc(S(=O)(=O)N4CCCC4)cc3)no2)C1 (configuration not stated)	-12	0.0	3	2.2	-3	-9	-7	9	-35	96
COc1ccc(C)cc1NC(=O)CCNS(=O)(=O)c1ccc2c(c1)CCC(=O)N2	-5	-0.1	-8	-1.7	-7	-10	1	3	-5	103
COC(=O)c1ccc(NC(=O)CN(c2ccc(C)cc2)S(=O)(=O)c2c(C)nn(C)c2C)cc1	-7	-0.1	2	-0.9	0	4	0	1	-2	97
Cc1ccc(S(=O)(=O)N2C[C@H]3C(=O)C[C@@H](c4cccc(Cl)c4)N(S(=O)(=O)c4ccc(C)cc4)[C@H]3C[C@H]2c2ccc(Cl)cc2)cc1	10	-0.1	2	1.3	2	-10	-9	-2	x	102
O=C(N/N=C/c1ccc(N2CCCCC2)o1)c1ccccc1[N+](=O)[O-]	3	0.1	5	-2.7	11	26*	3	17	5	101
O=c1[nH][nH]c2c1[C@H](c1ccc(F)cc1)O[C@H](CCC(F)(F)F)C2	x	0.3	-12	x	-1	17	x	x	x	112
CCOC(=O)C(=O)NNc1ccccc1OC	-9	0.0	3	0.6	-4	10	0	0	32	105
Cc1ccccc1NC(=O)CSc1nnc(CNC(=O)c2ccc3c(c2)OCO3)n1C	-6	0.1	12	0.0	-1	1	2	3	4	98
CC1CCCCC1NC(=O)c1ccc(N2CCCC2=O)cc1 (configuration not stated)	-3	0.0	0	-1.4	-3	-3	-2	0	-6	90
O=C(Nc1cccnc1)C1CCN(S(=O)(=O)c2ccc(Cl)cc2)CC1	-2	-0.4	2	-3.9	1	-4	2	16	2	96
CCCn1cc(CN2CCC(N3CCC(C(=O)N4CCOCC4)CC3)CC2)c(C)n1	-12	-0.1	1	0.1	-3	-17	1	0	-3	105
Nc1c(C(=O)C2CC2)sc2nc(-c3ccccc3)cc(C(F)(F)F)c12	16	0.1	-1	-1.0	0	1	2	7	24	623
Cc1cc(NC(=O)CSc2ccnc(=O)[nH]2)no1	6	0.0	-19	-2.4	-5	-5	1	11	-3	98
CSc1ccccc1NC(=O)CN(C)Cc1c(O)ccc2ccccc12	-9	0.2	-3	7.4	7	17	-2	5	45	98
CS(=O)(=O)N1CCC(Oc2ccccc2C(=O)N2CCCCC2CO)CC1 (configuration not stated)	4	-0.2	-1	-1.2	0	2	4	-4	0	100

9 of the compounds above, with two lines to a compound.
Values in the order: TLR9-MyD88 inh	aDG glyco up	NOD2 RIPK2 PPI	MC4R barr agon	Granule exo inh	ABHD5-PLIN5 inh	N-glyco inh	MC4R antagonist	Vif inh	ABCB6 inh 2
> CCOC(=O)C(=O)NNc1ccccc1OC
    -9	0.0	3	0.6	-4	10	0	0	32	105
> Cc1ccccc1NC(=O)CSc1nnc(CNC(=O)c2ccc3c(c2)OCO3)n1C
    -6	0.1	12	0.0	-1	1	2	3	4	98
> CC1CCCCC1NC(=O)c1ccc(N2CCCC2=O)cc1 (configuration not stated)
    -3	0.0	0	-1.4	-3	-3	-2	0	-6	90
> O=C(Nc1cccnc1)C1CCN(S(=O)(=O)c2ccc(Cl)cc2)CC1
    -2	-0.4	2	-3.9	1	-4	2	16	2	96
> CCCn1cc(CN2CCC(N3CCC(C(=O)N4CCOCC4)CC3)CC2)c(C)n1
    -12	-0.1	1	0.1	-3	-17	1	0	-3	105
> Nc1c(C(=O)C2CC2)sc2nc(-c3ccccc3)cc(C(F)(F)F)c12
    16	0.1	-1	-1.0	0	1	2	7	24	623
> Cc1cc(NC(=O)CSc2ccnc(=O)[nH]2)no1
    6	0.0	-19	-2.4	-5	-5	1	11	-3	98
> CSc1ccccc1NC(=O)CN(C)Cc1c(O)ccc2ccccc12
    -9	0.2	-3	7.4	7	17	-2	5	45	98
> CS(=O)(=O)N1CCC(Oc2ccccc2C(=O)N2CCCCC2CO)CC1 (configuration not stated)
    4	-0.2	-1	-1.2	0	2	4	-4	0	100

Next results follow:
SMILES	TLR9-MyD88 inh	aDG glyco up	NOD2 RIPK2 PPI	MC4R barr agon	Granule exo inh	ABHD5-PLIN5 inh	N-glyco inh	MC4R antagonist	Vif inh	ABCB6 inh 2
COc1ccccc1N1CCN(S(=O)(=O)c2c[nH]c(=O)[nH]c2=O)CC1	-6	-0.1	-2	-3.4	-1	1	1	2	-8	100
C=CCn1c(-c2csc(-c3ccc(Cl)cc3)n2)n[nH]c1=S	1	0.3	-2	1.8	-4	-6	-1	2	3	86
O=C(Nc1ccccc1)OCCNC(=O)c1cccc(Cl)c1	-15	0.7	-8	2.0	0	6	-1	-2	6	102
CCOC(=O)CN(C(=O)CSc1nnc(Cc2ccccc2)n1-c1ccc(C)cc1)c1ccccc1	2	1.0	-5	-1.8	7	2	3	12	-12	95
C=CCNC(=S)N1CCN(CCN=CC2=C(O)CC(c3ccco3)CC2=O)CC1 (configuration not stated)	-4	-0.2	4	-2.3	1	-5	0	-1	1	100
O=C(COc1ccc(Cl)cc1)NNC(=O)c1ccc(=O)[nH]c1	-2	0.2	-2	0.1	-1	-12	1	14	12	102
CC1CN(S(=O)(=O)c2cccc(C(=O)N=c3sccn3C)c2)CC(C)O1 (configuration not stated)	4	0.0	-7	0.3	0	7	1	3	23	94
CCn1c(SCC(=O)O)nnc1-c1ccccc1	-5	-0.4	-6	0.1	-1	4	1	5	x	93
CCC(C(=O)Nc1cc(OC)c(NC(=O)c2ccccc2)cc1OC)c1ccccc1 (configuration not stated)	-8	-0.1	-13	-1.1	3	1	-1	2	-9	97
CCN(CCCNC(=O)Cn1ncc2c([nH]c3ccc(C)cc32)c1=O)c1ccccc1	-3	0.0	8	0.7	-1	-8	0	7	0	89
COc1ccc(N2CCN(C(=O)CCC(=O)N3Cc4ccccc4Oc4ncccc43)CC2)cc1	-9	-0.1	3	0.1	1	8	-1	5	-4	95
CCN(CC(=O)NCC1CCCO1)S(=O)(=O)c1ccc(Cl)cc1 (configuration not stated)	9	-0.1	0	0.8	2	-3	0	0	11	106
CCOC(=O)C1CCCN(C(=O)c2ccc3oc(Cc4ccccc4)nc3c2)C1 (configuration not stated)	1	-0.1	-4	-0.1	-5	-7	-2	10	-8	98
COc1ccc([N+](=O)[O-])cc1N(CC1CO1)S(=O)(=O)c1ccc(C)cc1 (configuration not stated)	0	0.1	-15	-0.4	4	-4	3	19	-2	100
CCCCn1c(SCC(=O)Nc2cccc(OC)c2)nc2ccc(N3CCOCC3)cc2c1=O	-7	0.2	-1	-2.7	3	1	2	11	-3	105
O=C(NCc1cccnc1)/C(=C/c1ccccc1)NC(=O)c1ccccc1	-1	0.0	-11	-2.9	-1	2	2	17	8	100
CC1(C)Cc2ccccc2C(N/N=C/c2ccc(Cl)cc2)=N1	6	-0.2	-1	-1.8	8	-10	-3	2	-2	98
N#Cc1ccc(OCC(=O)OCC(=O)NCCC2=CCCCC2)cc1	-5	-0.4	11	-2.0	-8	-5	2	14	-2	99
CSc1oc(-c2ccco2)nc1S(=O)(=O)c1ccc(F)cc1	0	0.4	-11	-0.1	0	10	1	1	1	98
COc1ccccc1-c1noc(CCC(=O)NC2CCCC2)n1	-6	0.5	-10	-1.5	-4	-5	x	3	x	97
C[C@H]1COc2cc(N3CCC[C@@H]3CO)ccc2S(=O)(=O)N1	x	0.0	-5	x	0	-5	x	x	x	94
CCOC(=O)C(Cc1ccc(O)cc1)NC(=O)CNC(=O)C(CC(C)C)NC(=O)OC(C)(C)C (configuration not stated)	6	0.0	0	-2.2	-3	-10	0	11	0	98
O=S(=O)(c1ccc2ccccc2c1)N1CCN=C1SCc1cccnc1	-9	0.8	-9	-1.3	1	-3	-1	-4	-1	100
CS(=O)(=O)N(CC(=O)NCCSC1CCCCC1)c1ccc2c(c1)OCO2	6	-0.5	-7	1.0	12	6	0	-9	-2	82
Cc1ccc(S(=O)(=O)Nc2ccc3c(c2)OCCO3)cc1C	-7	0.5	-14	-1.9	-3	0	-8	14	-7	98
O=C(CSCc1ccc(Br)cc1)Nc1ccc(S(=O)(=O)N2CCCCCC2)cc1	-9	0.6	-1	5.3	-1	-15	-3	1	-8	99
